CCR6 antag – antagonists of human CCR6 receptor; P51684; CHO-K1 CCR6 PathHunter beta-arrestin, luminescence, CCL20-stimulated; inhibition, % at 20 µM; 340,000 compounds, 0.49% hits; AID 493098;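 active = compounds whose inhibition of the agonist-driven luminescence signal at 20 µM reaches about 50%, limit read from the data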;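 note: cells stimulated with CCL20 at 14 nM final; plate controls were DMSO with CCL20 for no effect and DMSO without agonist for full effect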
Target sequence (P51684 whole entry, looked up): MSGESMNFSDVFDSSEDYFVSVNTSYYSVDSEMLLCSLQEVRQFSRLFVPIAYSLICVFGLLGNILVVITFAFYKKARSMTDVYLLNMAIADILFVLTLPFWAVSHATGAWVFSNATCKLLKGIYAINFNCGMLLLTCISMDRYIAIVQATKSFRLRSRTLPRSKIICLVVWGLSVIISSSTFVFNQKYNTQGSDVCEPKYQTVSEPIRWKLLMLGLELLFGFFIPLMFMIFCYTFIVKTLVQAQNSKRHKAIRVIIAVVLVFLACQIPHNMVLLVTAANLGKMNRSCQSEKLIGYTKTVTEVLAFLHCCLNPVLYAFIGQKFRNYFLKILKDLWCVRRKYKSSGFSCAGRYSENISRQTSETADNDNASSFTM
CXCR6 block – CXCR6 (human) receptor inhibition. AID 602244. 360,000 compounds, 0.36% hits. inhibition, % at 20 µM. CHO-K1 PathHunter CXCR6 beta-arrestin, luminescence. O00574; in the data active = inhibition above about 34%, passing the limit was not always enough;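 note: antagonist mode with CXCL16 agonist at 10 nM final; 0% = 10 nM CXCL16 with DMSO and 100% = unstimulated wells without agonist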
Target sequence (O00574 whole entry, looked up): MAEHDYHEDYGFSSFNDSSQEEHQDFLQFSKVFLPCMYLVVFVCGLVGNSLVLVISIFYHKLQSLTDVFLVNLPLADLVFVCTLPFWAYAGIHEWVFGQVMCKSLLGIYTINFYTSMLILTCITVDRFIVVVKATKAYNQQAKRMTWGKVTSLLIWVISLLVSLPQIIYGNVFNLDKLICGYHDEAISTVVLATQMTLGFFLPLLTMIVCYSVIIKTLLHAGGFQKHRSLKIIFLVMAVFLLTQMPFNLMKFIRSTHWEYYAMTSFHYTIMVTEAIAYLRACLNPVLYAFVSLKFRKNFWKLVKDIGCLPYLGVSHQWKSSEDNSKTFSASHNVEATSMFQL
CHOP UPR activ – apoptotic UPR (CHOP) activation; 330,000 compounds, 0.34% hits; CHO-CHOP luciferase reporter, luminescence; percent of tunicamycin response over DMSO baseline; activation, % at 10 µM; AID 449763;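 active = at 10 µM dose, activation of 40% or more, normalized to positive control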;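 note: 100% = tunicamycin at 10 µg/mL and 0% = DMSO alone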
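System: CHO-CHOP luciferase reporter cell line | Buffer or medium: F12 medium containing 10% fetal bovine serum | Doses: One dose, 10 µM in 0.5% DMSO | Times: 6 h compound exposure at 37 °C after overnight seeding | Signal: Luciferase luminescence | Read-out: % activation vs tunicamycin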
Jurkat NFkB inh – lowers PMA/ionomycin-induced NF-kB signal in Jurkat cells. PMA/ionomycin-induced NF-kB luciferase reporter, luminescence. inhibition, % at 4 µM. 330,000 compounds, 0.53% hits; in the data active = inhibition above about 50%
Mdm2 MdmX PPI – human Mdm2/MdmX binding inhibition | SaOS-2 split-luciferase Mdm2/MdmX complementation, luminescence | O15151+Q00987 | AID 485346 | 330,000 compounds, 3% hits | inhibition, % at 8 µM;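 active = inhibition of at least 50% at 8 µM in the primary screen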
EBI2 antag – blocks human EBI2 receptor beta-arrestin signaling. EBI2 beta-arrestin recruitment, luminescence, 7a,25-OHC stimulated. inhibition, % at 5 µM. 360,000 compounds, 0.81% hits. AID 651636; in the data active = inhibition above about 38%;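 note: enzyme fragment complementation signal reports receptor beta-arrestin coupling in cells; 0% = agonist plus DMSO wells and 100% = wells without agonist; some results beyond the cut were filed as inactive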
Target sequence (P32249 whole entry, looked up, the tested form may be a part): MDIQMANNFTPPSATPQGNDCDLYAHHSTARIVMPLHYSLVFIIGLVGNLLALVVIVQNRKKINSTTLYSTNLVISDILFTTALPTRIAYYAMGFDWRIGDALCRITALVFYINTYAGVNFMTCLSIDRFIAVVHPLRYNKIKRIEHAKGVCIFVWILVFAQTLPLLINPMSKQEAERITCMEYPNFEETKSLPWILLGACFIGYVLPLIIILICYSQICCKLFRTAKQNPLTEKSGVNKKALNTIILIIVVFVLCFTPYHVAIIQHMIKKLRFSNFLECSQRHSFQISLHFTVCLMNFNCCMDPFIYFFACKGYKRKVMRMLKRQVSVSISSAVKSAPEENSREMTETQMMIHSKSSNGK
Gli-Sufu block – antagonists of Gli-Sufu signaling | inhibition, % at 5 µM | 340,000 compounds, 0.74% hits | Sufu-KO-LIGHT fibroblasts, Gli luciferase reporter luminescence | AID 588413;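 active = inhibition above about 55%, limit read from the data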;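 note: 0% = DMSO-treated cells and 100% = wells with medium but no cells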
XBP1 UPR activ – activators of adaptive arm of unfolded protein response (XBP1); CHO-XBP1 luciferase reporter, IRE1-XBP1 UPR activation, luminescence; percent of tunicamycin response, DMSO as zero; activation, % at 20 µM; 330,000 compounds, 0.33% hits;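 active = versus positive control, 20 µM dose yields 30% or more activation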;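 note: 100% = tunicamycin at 10 µg/mL and 0% = DMSO only wells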
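Material – CHO cell line with stable XBP1 luciferase reporter · Buffer or medium – F12 plus 10% FBS · Compound – single point, 20 µM final compound, 1% DMSO · Schedule – 16-18 h cell attachment at 37 °C, then 6 h compound exposure · Signal – Steady-Glo luminescence read · Benchmarks – high control tunicamycin 10 µg/mL final, low control DMSO vehicle only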
697 NFkB inh – inhibitors of the PMA/ionomycin-induced NF-kB reporter in 697 B cells; 697 B-cell NF-kB luciferase reporter, 16 h; inhibition, % at 4 µM; 330,000 compounds, 0.33% hits; in the data active = inhibition above about 35%
* marks the source's active call; other numbers are inactive results. No enrichment for hits. Share with any hit: about 5%.

Screening CC(=O)Nc1ccc(NC(=O)c2c(C)c(-c3ccccc3)nc3ccccc23)cc1 returned CCR6 antag 1, CXCR6 block 3, CHOP UPR activ 0.1, Jurkat NFkB inh -2, Mdm2 MdmX PPI 9, EBI2 antag -4, Gli-Sufu block -7, XBP1 UPR activ -1 and 697 NFkB inh -7.
CCCCn1c(N)c(N(CC)C(=O)C2CCN(C(=O)c3ccccc3C)CC2)c(=O)[nH]c1=O was read as CCR6 antag 7, CXCR6 block 8, CHOP UPR activ -1.4, Jurkat NFkB inh 7, Mdm2 MdmX PPI 30, EBI2 antag -4, Gli-Sufu block 0, XBP1 UPR activ -1 and 697 NFkB inh 5.
Screening O=C(NC(Cc1ccc(O)cc1)C(=O)N=Nc1c(O)[nH]c2ccccc12)c1ccccc1 (configuration not stated) returned CCR6 antag 24, CXCR6 block 13, EBI2 antag 1 and Gli-Sufu block -1.
Cc1cccc(N2CCN(C(=O)c3ccc4c(c3)CCN4S(C)(=O)=O)CC2)c1C was read as CCR6 antag 2, CXCR6 block 0, CHOP UPR activ -2.5, Jurkat NFkB inh 13, Mdm2 MdmX PPI 22, EBI2 antag 6, Gli-Sufu block 16, XBP1 UPR activ -1 and 697 NFkB inh 7.
`Cc1nc2ccccc2n2c(O)c(CC(=O)O)cc12` gave CCR6 antag -6, CXCR6 block -10, CHOP UPR activ -2.1, Jurkat NFkB inh 13, Mdm2 MdmX PPI 26, EBI2 antag -14, Gli-Sufu block 3, XBP1 UPR activ -4 and 697 NFkB inh 11.
Screening COc1cc(-c2nnc(SCc3ccccc3Cl)o2)cc(OC)c1OC returned CCR6 antag 18, CXCR6 block 5, CHOP UPR activ -0.6, Jurkat NFkB inh 32, Mdm2 MdmX PPI 31, EBI2 antag 36, Gli-Sufu block -13, XBP1 UPR activ 7 and 697 NFkB inh -8.
Screening CCOC(=O)c1ccc(NC(=O)c2cccc(S(=O)(=O)N3CCOCC3)c2)cc1 returned CCR6 antag 1, CXCR6 block -26, CHOP UPR activ 2.9, Jurkat NFkB inh 8, Mdm2 MdmX PPI 23, EBI2 antag 1, Gli-Sufu block -24, XBP1 UPR activ 1 and 697 NFkB inh -38.
Screening O=C(/C=C/c1ccccc1)Nc1cccc(C(=O)N2CCCC2)c1 returned CCR6 antag -20, CXCR6 block -2, EBI2 antag -11 and Gli-Sufu block -54.
`Cc1ccc(CSC2=NCCN2C(=O)C2CC2)cc1` gave CCR6 antag 14, CXCR6 block 0, CHOP UPR activ 0.1, Jurkat NFkB inh -17, Mdm2 MdmX PPI 2, EBI2 antag 11, Gli-Sufu block -3, XBP1 UPR activ 2 and 697 NFkB inh -33.
For Cc1ccc(Cn2nc3c4cc(F)ccc4n(Cc4ccc(F)cc4)cc-3c2=O)cc1 the results were CCR6 antag 4, CXCR6 block -16, CHOP UPR activ 2.5, Jurkat NFkB inh -4, Mdm2 MdmX PPI 4, EBI2 antag -6, Gli-Sufu block 5, XBP1 UPR activ -1 and 697 NFkB inh 11.
Screening COc1cccc(NC(=O)COC(=O)c2c(C)noc2C)c1 returned CCR6 antag 7, CXCR6 block 7, CHOP UPR activ 0.1, Jurkat NFkB inh 4, Mdm2 MdmX PPI 8, EBI2 antag -1, Gli-Sufu block -3, XBP1 UPR activ 2 and 697 NFkB inh 8.
`C/C(=N\NC(=O)CNc1ccccc1Cl)C(C)(C)C` gave CCR6 antag -7, CXCR6 block 9, CHOP UPR activ 4.6, Jurkat NFkB inh -24, Mdm2 MdmX PPI -22, EBI2 antag 4, Gli-Sufu block -5, XBP1 UPR activ 5 and 697 NFkB inh 14.
O=C(Nn1c(C2CCCCC2)nc2ccccc2c1=O)c1cc(Cl)ccc1[N+](=O)[O-] was read as CCR6 antag -1, CXCR6 block 3, CHOP UPR activ -1.6, Jurkat NFkB inh -9, Mdm2 MdmX PPI -15, EBI2 antag -2, Gli-Sufu block -6, XBP1 UPR activ -4 and 697 NFkB inh 0.
For COc1cc(CN2CCCCCC2)cc([N+](=O)[O-])c1O the results were CCR6 antag -3, CXCR6 block -4, CHOP UPR activ 1.1, Jurkat NFkB inh 10, Mdm2 MdmX PPI -8, EBI2 antag 4, Gli-Sufu block 0, XBP1 UPR activ -2 and 697 NFkB inh -1.
For O=C(NCCc1ccccc1)C1CCC(CNc2nc(=S)[nH]c3ccccc23)CC1 (configuration not stated) the results were CCR6 antag 14, CXCR6 block -2, CHOP UPR activ 1.3, Jurkat NFkB inh -4, Mdm2 MdmX PPI 96*, EBI2 antag 0, Gli-Sufu block 5, XBP1 UPR activ 0 and 697 NFkB inh -26.
CCc1nn(CC(=O)N2CCN(c3ccc(F)cc3)CC2)c(=O)c2cc3occc3n12 was read as CCR6 antag -2, CXCR6 block 4, CHOP UPR activ 0.3, Jurkat NFkB inh -4, Mdm2 MdmX PPI 18, EBI2 antag -4, Gli-Sufu block -3, XBP1 UPR activ -3 and 697 NFkB inh 14.
For Cc1cccnc1 the results were CCR6 antag -7, CXCR6 block -3, CHOP UPR activ 2.8, Jurkat NFkB inh 14, Mdm2 MdmX PPI -17, EBI2 antag 2, Gli-Sufu block 4, XBP1 UPR activ 1 and 697 NFkB inh 0.
`COc1ccc(NC(=O)CC2C(=O)N(c3cccc(OC)c3)C(=O)N2Cc2ccco2)cc1` (configuration not stated) gave CCR6 antag 5, CXCR6 block -1, CHOP UPR activ 2.5, Jurkat NFkB inh 9, Mdm2 MdmX PPI 11, EBI2 antag 3, Gli-Sufu block -3, XBP1 UPR activ 4 and 697 NFkB inh 11.
CCCNC(=O)NC(=O)CN1C(=O)NC(C)(c2ccc3ccccc3c2)C1=O (configuration not stated) was read as CCR6 antag 2, CXCR6 block -4, CHOP UPR activ 1.9, Jurkat NFkB inh 6, Mdm2 MdmX PPI -16, EBI2 antag -1, Gli-Sufu block 3, XBP1 UPR activ -3 and 697 NFkB inh 1.
`CCCCN(C(=S)NC(=O)c1ccccc1)c1c(N)n(Cc2ccccc2)c(=O)[nH]c1=O` gave CCR6 antag 12, CXCR6 block 5, CHOP UPR activ -2.4, Jurkat NFkB inh 7, Mdm2 MdmX PPI -10, EBI2 antag -3, Gli-Sufu block -7, XBP1 UPR activ -3 and 697 NFkB inh -15.
`CC(=O)Nc1ccc(S(=O)(=O)N2CCC(Oc3ccc(-n4cnnn4)cc3)CC2)cc1` gave CCR6 antag 1, CXCR6 block -10, CHOP UPR activ 1.4, Jurkat NFkB inh 20, Mdm2 MdmX PPI 23, EBI2 antag 9, Gli-Sufu block 10, XBP1 UPR activ -5 and 697 NFkB inh 18.
Cc1ccc(S(=O)(=O)N(CC(=O)N2CCC(C)CC2)Cc2ccccc2F)cc1 was read as CCR6 antag 16, CXCR6 block -3, CHOP UPR activ 0.5, Jurkat NFkB inh 0, Mdm2 MdmX PPI 19, EBI2 antag 10, Gli-Sufu block 10, XBP1 UPR activ 0 and 697 NFkB inh 10.
CNC(=O)c1sccc1SCc1c(Cl)cccc1Cl was read as CCR6 antag 15, CXCR6 block 8, CHOP UPR activ 1.1, Jurkat NFkB inh 18, Mdm2 MdmX PPI 36, EBI2 antag 1, Gli-Sufu block 5, XBP1 UPR activ -1 and 697 NFkB inh 12.
O=C(Nc1ccccc1)C1=C[C@H](c2ccc(C(F)(F)F)cc2)C[C@H](OCc2ccc(CO)cc2)O1 was read as CCR6 antag 20, CHOP UPR activ -0.1, Jurkat NFkB inh 2, Mdm2 MdmX PPI 39, Gli-Sufu block 13, XBP1 UPR activ -3 and 697 NFkB inh 0.
`CC1C(c2ccccc2)=[N+]([O-])C2(CCCCC2)N1O` (configuration not stated) gave CCR6 antag 0, CXCR6 block 1, CHOP UPR activ 7.8, Jurkat NFkB inh -3, Mdm2 MdmX PPI 16, EBI2 antag -2, Gli-Sufu block 3, XBP1 UPR activ -4 and 697 NFkB inh 10.
`COc1ccc([N+](=O)[O-])cc1NC(=O)CSCc1cc(C)cc(C)c1` gave CCR6 antag 22, CXCR6 block 11, CHOP UPR activ 0.0, Jurkat NFkB inh 13, Mdm2 MdmX PPI 30, EBI2 antag 15, Gli-Sufu block 2, XBP1 UPR activ -1 and 697 NFkB inh -7.
`O=C(/C=C/c1ccco1)Nc1ccccc1N1CCOCC1` gave CCR6 antag 0, CXCR6 block -2, CHOP UPR activ -1.1, Jurkat NFkB inh -5, Mdm2 MdmX PPI -16, EBI2 antag -4, Gli-Sufu block -2, XBP1 UPR activ -4 and 697 NFkB inh 3.
For CC[n+]1cc(-c2ccccc2)nc(N2CCOCC2)n1 the results were CCR6 antag 4, CXCR6 block -10, CHOP UPR activ 1.3, Jurkat NFkB inh -1, Mdm2 MdmX PPI 1, EBI2 antag -7, Gli-Sufu block -10, XBP1 UPR activ -2 and 697 NFkB inh -4.

7 entries already listed, ordered by length of the SMILES, largest number first.
O=C(Nc1ccccc1)C1=C[C@H](c2ccc(C(F)(F)F)cc2)C[C@H](OCc2ccc(CO)cc2)O1 was read as CCR6 antag 20, CHOP UPR activ -0.1, Jurkat NFkB inh 2, Mdm2 MdmX PPI 39, Gli-Sufu block 13, XBP1 UPR activ -3 and 697 NFkB inh 0.
`CCCCN(C(=S)NC(=O)c1ccccc1)c1c(N)n(Cc2ccccc2)c(=O)[nH]c1=O` gave CCR6 antag 12, CXCR6 block 5, CHOP UPR activ -2.4, Jurkat NFkB inh 7, Mdm2 MdmX PPI -10, EBI2 antag -3, Gli-Sufu block -7, XBP1 UPR activ -3 and 697 NFkB inh -15.
`COc1ccc(NC(=O)CC2C(=O)N(c3cccc(OC)c3)C(=O)N2Cc2ccco2)cc1` (configuration not stated) gave CCR6 antag 5, CXCR6 block -1, CHOP UPR activ 2.5, Jurkat NFkB inh 9, Mdm2 MdmX PPI 11, EBI2 antag 3, Gli-Sufu block -3, XBP1 UPR activ 4 and 697 NFkB inh 11.
`CC(=O)Nc1ccc(S(=O)(=O)N2CCC(Oc3ccc(-n4cnnn4)cc3)CC2)cc1` gave CCR6 antag 1, CXCR6 block -10, CHOP UPR activ 1.4, Jurkat NFkB inh 20, Mdm2 MdmX PPI 23, EBI2 antag 9, Gli-Sufu block 10, XBP1 UPR activ -5 and 697 NFkB inh 18.
CCc1nn(CC(=O)N2CCN(c3ccc(F)cc3)CC2)c(=O)c2cc3occc3n12 was read as CCR6 antag -2, CXCR6 block 4, CHOP UPR activ 0.3, Jurkat NFkB inh -4, Mdm2 MdmX PPI 18, EBI2 antag -4, Gli-Sufu block -3, XBP1 UPR activ -3 and 697 NFkB inh 14.
Cc1ccc(S(=O)(=O)N(CC(=O)N2CCC(C)CC2)Cc2ccccc2F)cc1 was read as CCR6 antag 16, CXCR6 block -3, CHOP UPR activ 0.5, Jurkat NFkB inh 0, Mdm2 MdmX PPI 19, EBI2 antag 10, Gli-Sufu block 10, XBP1 UPR activ 0 and 697 NFkB inh 10.
For CC[n+]1cc(-c2ccccc2)nc(N2CCOCC2)n1 the results were CCR6 antag 4, CXCR6 block -10, CHOP UPR activ 1.3, Jurkat NFkB inh -1, Mdm2 MdmX PPI 1, EBI2 antag -7, Gli-Sufu block -10, XBP1 UPR activ -2 and 697 NFkB inh -4.
